Assay outcomes: PubChem BioAssay, National Center for Advancing Translational Sciences (NCATS)
CHX counter: Cycloheximide Counterscreen for Small Molecule Inhibitors of Shiga Toxin | cell reporter, cycloheximide protein synthesis inhibition counterscreen | max response, % | 300,000 tested, 12% active; in the data active = max response mostly above about 13%, no sharp cut-off; inactive = mostly below about 14%; note: read at 38.3 µM for the half of the compounds with a filed dose; 0% is about no effect
Shiga inhibitor: A qHTS for Small Molecule Inhibitors of Shiga Toxin | Vero cells, Shiga toxin protein synthesis inhibition reporter | inhibition, % at 38.7 µM | 290,000 tested, 9.2% active | AID 2315, 2010; in the data active = inhibition mostly above about 28%, no sharp cut-off; inactive = mostly below about 43%; note: 0% is about no effect
HCV inhibitor: qHTS Assay for Inhibitors of Hepatitis C Virus (HCV). Huh7.5.1 HCVcc-Cre infection, luciferase reporter, 44 h. Potency, µM (highest dose often 41.8 µM), for the others: at the highest dose activity change, negative = inhibition, most hits filed as inhibitors. 340,000 tested, 3.4% active. AID 651820, 2012; note: potency is the fitted concentration of half-maximal effect; % is set by controls: 0 for no effect and ±100 for the full control effect
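HCVcc-Cre virus at an moi near 0.5 was added right after compound to cells cultured 4 h from seeding (1,000 cells/well). Luciferase activity was determined 44 h later, 15 min after substrate addition at RT.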
FBPA Giardia inh: qHTS Assay for Inhibitors of Fructose-1,6-bisphosphate Aldolase from Giardia Lamblia. purified Giardia FBPA. Potency, µM (highest dose often 59.6 µM), for inactives: at the highest dose activity, negative = inhibition, hits mostly inhibitors. 290,000 tested, 0.71% active; note: potency is the fitted concentration of half-maximal effect; % is set by controls: 0 for no effect and ±100 for the full control effect; nearly all actives have a fitted effect of over 55% in size
Target sequence (A8B2U2 whole entry, looked up): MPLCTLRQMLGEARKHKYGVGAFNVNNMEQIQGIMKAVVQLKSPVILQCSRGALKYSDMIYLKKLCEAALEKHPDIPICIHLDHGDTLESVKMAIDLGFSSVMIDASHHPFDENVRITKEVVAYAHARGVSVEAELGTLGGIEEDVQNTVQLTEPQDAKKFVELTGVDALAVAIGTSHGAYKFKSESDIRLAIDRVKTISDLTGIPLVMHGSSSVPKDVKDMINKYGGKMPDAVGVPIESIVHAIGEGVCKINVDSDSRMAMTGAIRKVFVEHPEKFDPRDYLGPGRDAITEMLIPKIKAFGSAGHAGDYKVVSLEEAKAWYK
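40 nM FBPA preincubated 10 min at RT with compound (up to 57.5 uM final), then substrate plus GAPDH/TPI/NAD/arsenate coupling and diaphorase/resazurin added. Fluorescence read after 20 min at RT, 525/598 nm.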
Pf growth 48h: Primary qHTS for delayed death inhibitors of the malarial parasite plastid, 48 hour incubation; P. falciparum luciferase growth in erythrocytes, 48 h; 310,000 tested, 5.9% active; Potency, µM (top dose mostly 28.7 µM), inactives show at the highest dose activity change, negative = inhibition, most hits filed as inhibitors; note: potency is the fitted concentration of half-maximal effect; % is set by controls: 0 for no effect and ±100 for the full control effect
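First compound was added to culture medium, then infected red cells at 0.1% parasitemia and 2% hematocrit (final). After incubation at 37 C under 5% CO2, luciferase detection reagent was dispensed and light output recorded.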
Pf growth 96h: Primary qHTS for delayed death inhibitors of the malarial parasite plastid, 96 hour incubation; P. falciparum luciferase reporter growth, 96 h; Potency, µM (series often up to 28.7 µM), without a hit: top-dose activity change, negative = inhibition, actives largely listed as inhibitors; 320,000 tested, 6.9% active; note: potency is the fitted concentration of half-maximal effect; % is set by controls: 0 for no effect and ±100 for the full control effect
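Luminescence readout: decreased luciferase signal marks inhibited growth of reporter-expressing P. falciparum in infected red cells (2% hematocrit, 0.05% parasitemia final), exposed to compound two generations (96 h, 37 C, 5% CO2).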
* hit, by the source's call; ? = inconclusive; · = no result given; + = active, no number; & = joins results of further samples; [ ] = dose if it differs, or a comment. Unless noted, calls come from the whole dose curve; as a rule, active = well fitted curve in the direction sought with a large enough effect; inconclusive = small, poorly fitted or top-dose-only effect, or another doubt; inactive = no such curve, though single readings can be large; an effect the other way counts as inactive or inconclusive.

SMILES	CHX counter	Shiga inhibitor	HCV inhibitor	FBPA Giardia inh	Pf growth 48h	Pf growth 96h
Cc1ccc(Cl)cc1N1C(=O)CC(Sc2ncccn2)C1=O (stereo not drawn)	-1.4	-12.9	5.5%	0.5%	-7.9%	0.0%
Cc1cc(N2CCN(c3ccccc3)CC2)nc(N)n1	-2.1	24.0	-1.2%	-8.8%	?	?
COc1cc(N2CCCC2)c(OC)cc1/C=C(/C#N)c1ccc(Br)cc1	-4.9	-8.9	-3.7%	-7.5%	·	?
CCOC(=O)c1sc(NC(=O)COc2ccc3c(c2)OCO3)nc1C	-2.7	-6.8	-2.4%	5.8%	41.6%[activator]	8.7%
Cc1ccc(NC(=S)N2CCN(S(=O)(=O)c3ccc(C)cc3)CC2)cc1	8.2	-8.2	2.4%	·	?	?
Cc1ccc(Sc2cncc3sc(C(N)=O)cc23)cc1	15.9	12.8	·	-1.2%	·	·
Cc1ccc(CN2CCN(Cc3cn[nH]c3C3CCCCC3)CC2CCO)cc1 (stereo not drawn)	-3.6	-10.0	2.5%	6.3%	-8.8%	?
C#CCN(C)C(C)Cc1ccccc1 (stereo not drawn)	-0.2	-10.3	0.2%[8.37 µM]	-16.5%&-1.3%	-6.5%	-1.2%
C=CCSc1ncccc1C(=O)NCCc1ccccc1	6.7	37.4	11.2%	-13.7%	28.9%	7.2%
Cc1nc(SCC(=O)NC(=O)NC(C)C)nc(C)c1C	1.4	-14.0	-0.1%	8.8%	24.9%	34.6%[activator]
COc1ccc(CNCc2ccc(OC)c3ccccc23)cc1	-2.5	-8.4	15.1%	-13.1%	1.1%	2.33µM*
CCc1nnc(NC(=O)CCC(=O)N2CCN(Cc3ccc(F)cc3)CC2)s1	-0.5	-9.3	-2.1%	2.3%	6.8%	-43.6%
CC(C)(C)N(CC#CCC(O)(c1ccccc1)C1CCCC1)CCO (stereo not drawn)	-5.6	-5.6	-21.1%	?	?	1.1%
Cc1[nH]n(-c2ccc(Cl)cc2)c(=O)c1C=NC12CN3CN(CN(C3)C1)C2	-1.7	-5.8	30.0%[activator]	0.4%	-0.2%	25.5%
Cc1ccccc1OCC(O)CN1CCCCC1 (stereo not drawn)	3.8	-4.8	12.1%	1.1%	0.0%	-27.6%
Cc1nc(NC2=NCN(Cc3ccc4c(c3)OCO4)CN2)nc2ccccc12	-9.4	-16.2	·	4.2%	-19.3%	6.7%
CCOC(=O)C1=C(C)N(C)C(=O)NC1c1cc2c(cc1[N+](=O)[O-])OCO2 (stereo not drawn)	-5.1	-18.3	7.9%	-27.9%	9.0%	154.0%[activator]
Cc1ccc([N+](=O)[O-])c(OCCN2CCNCC2)c1	-2.8	-7.5	7.4%	?	14.8%	2.33µM*
COc1ccc2cc(-c3[nH]ncc3CN3C[C@@H]4CCC[C@H]3C4)ccc2c1	32.0*	27.0	-7.9%	-1.4%	32.3%[activator]	?
CSc1ccc(Cl)c(C(=O)NNC(=O)c2csc(N3CCOCC3)n2)c1	·	·	-12.3%	·	-19.2%	3.2%

Whole records, looked up by structure. Values in the order: CHX counter | Shiga inhibitor | HCV inhibitor | FBPA Giardia inh | Pf growth 48h | Pf growth 96h
Cc1ccccc1OCC(O)CN1CCCCC1 (stereo not drawn) in the list: 3.8 | -4.8 | 12.1% | 1.1% | 0.0% | -27.6%
C#CCN(C)C(C)Cc1ccccc1 (stereo not drawn) in the list: -0.2 | -10.3 | 0.2%[8.37 µM] | -16.5%&-1.3% | -6.5% | -1.2%
COc1cc(N2CCCC2)c(OC)cc1/C=C(/C#N)c1ccc(Br)cc1 in the list: -4.9 | -8.9 | -3.7% | -7.5% | · | ?
Cc1[nH]n(-c2ccc(Cl)cc2)c(=O)c1C=NC12CN3CN(CN(C3)C1)C2 in the list: -1.7 | -5.8 | 30.0%[activator] | 0.4% | -0.2% | 25.5%
CSc1ccc(Cl)c(C(=O)NNC(=O)c2csc(N3CCOCC3)n2)c1 in the list: · | · | -12.3% | · | -19.2% | 3.2%

Other results:
SMILES	CHX counter	Shiga inhibitor	HCV inhibitor	FBPA Giardia inh	Pf growth 48h	Pf growth 96h
COCCN(C(=S)Nc1ccc(OC)cc1)C1CCN(C(C)=O)CC1	-2.7	-2.6	3.8%	-0.5%	-17.2%	1.2%
CC(C)CCN1CCNC(=O)C1CC(=O)NCCCN1CCOCC1 (stereo not drawn)	-2.6	4.5	14.2%	-11.3%	16.1%	0.0%
CNC(=O)Nc1nnc(C(C)(C)C)s1	-2.0	-3.1	12.8%	-0.1%	·	24.1%
NS(=O)(=O)c1cccc(NC(=O)C2CC(=O)N(Cc3ccco3)C2)c1 (stereo not drawn)	-0.9	-14.2	-2.1%	8.3%	12.4%	19.0%
CCN(CC)S(=O)(=O)c1cc(NC(=O)COC(=O)c2c(C)noc2C)ccc1C	·	·	14.1µM*	·	?	?
Cc1ccccc1C(=O)Nc1cc(-c2cc(C(C)(C)C)oc2C)nn1C	-1.5	-5.9	?	-3.5%	-16.7%	?
Cc1cccc(C(C)C)c1NC(=O)COC(=O)CCN1C(=O)C2CC=CCC2C1=O (stereo not drawn)	7.5	8.4	22.7%	·	14.7%	39.1%[activator]
Cc1cc(C(=O)NC2CCCN(Cc3ccc(Cl)cc3)C2)n(C)n1 (stereo not drawn)	-3.7	-7.8	?	·	-4.0%	0.0%
Cn1cc(C(=O)OCC(=O)NC2(C#N)CCCCC2)c2ccccc21	·	·	?	·	3.9%	-3.5%
Cn1c(SCC(=O)c2ccccc2)nc2cccnc21	10.2	18.9	-5.5%	-19.6%	55.3%[activator]	5.6%
O=c1[nH]c(NCCCO)nc2c1C1(CCCC1)Cc1ccccc1-2	-6.2	-15.9	-24.4%	-0.3%	1.3%	·
CCOC(=O)c1[nH]c2ccccc2c1NC(=O)c1nonc1C	-3.1	-15.5	-11.5%	-5.0%	2.3%	6.2%
COc1ccc(-c2coc3cc(OC4OC(CO)C(O)C(O)C4O)ccc3c2=O)cc1 (stereo not drawn)	37.1*	47.4*	18.6%	4.5%	30.1%[activator]	11.7µM*
O=C(Nc1ccccc1)N1C(=O)C2(OCCO2)c2ccccc21	6.6	-1.2	-14.8%	-2.2%	30.0%	9.2%
CC(C)(C)c1ccc(S(=O)(=O)N2CCCC2C(=O)NC2=NCCS2)cc1 (stereo not drawn)	-1.5	-0.7	19.1%	1.9%	?	?
Clc1ccc(CN2CCCCCC2)cc1	1.3	8.3	-18.2%	-24.5%	0.9%	?
Cc1ccc(C(C(=O)NCc2ccc(F)cc2)N(C(=O)c2csnn2)C2CC2)cc1 (stereo not drawn)	-1.8	-4.9	6.6%	0.5%	-1.5%	9.4%
COc1ccccc1NC(=O)/C(C#N)=C/c1c(C)nn(-c2ccc(F)cc2)c1Cl	-2.8	-8.7	11.8%	3.1%	-13.9%	-0.1%
Cc1ccc(C(=O)NNC(=O)c2cc3cc4ccccc4nc3s2)cc1	-2.8	-14.9	-1.4%	1.9%	38.6%[activator]	55.5%[activator]
Cc1ccc(C(=O)NCC(=O)N2CCCC(C(F)(F)F)C2)s1 (stereo not drawn)	·	·	?	·	102.9%[activator]	106.2%[activator]
O=C(c1cnn2c(C(F)(F)F)cc(-c3ccccc3)nc12)N1CCCc2ccccc21	2.3	-2.1	12.1%	5.6%	-10.4%	·
O=C(Nc1ccc2c(c1)OCO2)[C@@H]1[C@@H]2C(=O)N(C3CCCCC3)C(=O)[C@@H]2C2c3ccccc3C=CN21 (stereo partly drawn)	0.4	-1.4	10.7%	?	?	-10.9%
CC(c1nnc(SCn2nnc3ccccc3c2=O)n1-c1ccc(Cl)cc1)N(C)C (stereo not drawn)	-2.5	24.2	4.9%	3.1%	-17.4%	3.7%
COC(=O)c1c(C)nc(C)c2c(=O)oc3ccccc3c12	12.4	21.9	16.9%	-3.7%	23.4%	31.3%[activator]
O=C1N(c2ccccc2C(F)(F)F)O[C@@]1(c1ccccc1)C1CCCCC1	·	·	-8.0%	·	1.47µM*	?
CCc1cccc(NC(=O)C2CCCN2S(=O)(=O)c2cccc3cccnc23)c1 (stereo not drawn)	-5.3	-13.5	?	·	0.0%	?
COc1ccc(N2C(=O)CC(Nc3cccc(C(C)=O)c3)C2=O)cc1OC (stereo not drawn)	9.7	50.8	17.1%	-2.8%	·	22.1%
O=C(Nc1nnc(-c2cccnc2)o1)c1cccc([N+](=O)[O-])c1	14.3	24.8	·	?	-18.1%	?
O=C(COC(=O)CNC(=O)c1ccccc1)NCCc1ccccc1	-4.8	-12.6	10.0%	4.8%	-2.2%	45.2%[activator]
CN(Cc1ccc(F)cc1)C(=O)c1cccc(S(=O)(=O)N2CCN(c3ccc(F)cc3)CC2)c1	·	·	10µM*	·	-43.5%	?
COc1ccc(CN=C2NC(=O)CC(C(=O)Nc3ccc([N+](=O)[O-])cc3C)S2)cc1 (stereo not drawn)	-5.0	-2.7	-0.4%	3.2%	?	-20.1%
O=C(CCCNS(=O)(=O)c1cccc2nsnc12)NCCc1ccccc1	-1.9	9.1	-14.8%	5.6%	-12.9%	7.2%
Cc1cc(C(=O)OCC(=O)NCc2ccco2)c(C)n1-c1ccccc1	-1.9	9.0	?	-0.6%	?	0.0%
O=C(NNS(=O)(=O)c1ccc(F)cc1)C1CC(c2cccnc2)=NO1 (stereo not drawn)	-6.8	-4.2	10.4%	14.1%	54.6%[activator]	154.1%[activator]
N#CC1=C(N)Oc2c(ccc3cccnc23)C1c1ccccc1 (stereo not drawn)	-1.4	-4.4	?	-11.1%	13.1µM*	?
O=C(Nc1ccccc1C(=O)N/N=C/c1ccco1)c1ccccc1	16.6	+	10.4%	-6.6%	28.4%	23.0%
CC1(C)C(=O)NCCN1C(=O)CC1C(=O)NCCN1CC(c1ccccc1)c1ccccc1 (stereo not drawn)	1.4	-4.2	11.3%	-25.1%	-19.0%	23.5%
Cc1ccc(NC(=O)Nc2ccc(C(=O)N3CCOCC3)cc2)cc1	-1.3	16.2	3.2%	3.0%	20.0%	·
Cc1ccc(/C=N/NC(=O)C(c2ccncc2)N2CCOCC2)cc1 (stereo not drawn)	-2.7	-3.3	-10.0%	4.3%	-10.9%	72.7%[activator]
O=C(CCN1C(=O)/C(=C\c2ccc(F)cc2)SC1=S)Nc1ccc(O)cc1	-2.5	25.9	-21.3%	·	12.6%	35.4%[activator]
C=CCNC(=O)CSc1nnc(-c2ccc(S(=O)(=O)N3CCCC3)cc2)n1C	-1.6	-3.2	20.0%	0.7%	15.0%	-9.6%
O=[N+]([O-])c1cc([N+](=O)[O-])c(Oc2cc(Cl)cc(Cl)c2)cc1NN1CCCCC1	·	·	3.3%	·	8.8%	12.5%
O=C(COc1ccccc1Cl)N1CCc2ccccc21	41.2*	100.6*	-18.1%	13.6%	69.4%[activator]	5.5%
CCCCNc1nc(-c2ccccc2)cc(C(F)(F)F)c1C(N)=O	-6.8	3.1	?	1.2%	-22.6%	11.9%
COc1ccc(-c2nc(-c3cccs3)c(-c3cccs3)[nH]2)cc1O	-2.7	-1.0	?	-2.1%	-19.8%	?
COc1ccc(-c2nc3cccc(C)n3c2NCC2CCCO2)cc1O (stereo not drawn)	8.1*	45.5*	?	?	21.6%	45.6%[activator]
COc1cccc(OC)c1OCCCCCc1c(C)n[nH]c1C	-0.8	4.3	-15.6%	-17.5%	-1.2%	-4.0%
COc1ccc(NC(=O)CSc2nc(C)cc(C)n2)c([N+](=O)[O-])c1	-2.0	-6.0	-2.6%	3.0%	-14.4%	2.3%
CCN(CC)c1ccc2c(O)cc(=O)oc2c1	14.5	41.0	10.9%	0.2%	0.0%	74.0%[activator]
